Screening results deposited in PubChem by The Scripps Research Institute Molecular Screening Center.
TAAR1 agonist – agonists of human TAAR1. CHO RD-HGA16 TAAR1, Fluo-8 calcium fluorescence; vehicle wells 0%, saturating PEA agonist 100%. Q96RJ0. 360,000 tested, 0.99% active. activation, % at 3 µM;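 active = activation above the mean activation of all test compounds in the run plus 3 SD, cut at about 38% in these data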
Target sequence (Q96RJ0 whole entry, looked up): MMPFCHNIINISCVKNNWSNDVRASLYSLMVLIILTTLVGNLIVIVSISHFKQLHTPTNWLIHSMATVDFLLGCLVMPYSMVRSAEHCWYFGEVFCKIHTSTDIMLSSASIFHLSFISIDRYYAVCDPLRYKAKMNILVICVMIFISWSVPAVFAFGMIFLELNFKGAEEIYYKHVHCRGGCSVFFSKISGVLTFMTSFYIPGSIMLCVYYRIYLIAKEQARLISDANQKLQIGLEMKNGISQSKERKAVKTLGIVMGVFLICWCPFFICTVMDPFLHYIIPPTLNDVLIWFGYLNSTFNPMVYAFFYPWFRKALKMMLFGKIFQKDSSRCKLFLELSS
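Test system: RD-HGA16 (CHO) cells co-expressing Gα16 and hTAAR1; dosing: one-point dosing at 3 µM (nominal); timing: 17-24 h seeding, 75 min 37 °C dye, 30 min RT; signal: kinetic Fluo-8 calcium fluorescence; read-out basis: % activation relative to PEA EC100 response; controls: DMSO and PEA EC100; replicates: n 1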
CHRM5 antagonist – antagonists of human muscarinic M5 receptor (CHRM5); P08912; inhibition, % at 3 µM; 360,000 tested, 0.59% active; CHO-hM5 cells, Fluo-8 calcium fluorescence, ACh EC80;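 active = inhibition above a per-plate cutoff, the mean of that plate's test compounds plus 3 SD, cut at about 27% in these data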;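 note: 0% = acetylcholine EC80 with DMSO and 100% = DMSO without agonist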
Target sequence (P08912 whole entry, looked up): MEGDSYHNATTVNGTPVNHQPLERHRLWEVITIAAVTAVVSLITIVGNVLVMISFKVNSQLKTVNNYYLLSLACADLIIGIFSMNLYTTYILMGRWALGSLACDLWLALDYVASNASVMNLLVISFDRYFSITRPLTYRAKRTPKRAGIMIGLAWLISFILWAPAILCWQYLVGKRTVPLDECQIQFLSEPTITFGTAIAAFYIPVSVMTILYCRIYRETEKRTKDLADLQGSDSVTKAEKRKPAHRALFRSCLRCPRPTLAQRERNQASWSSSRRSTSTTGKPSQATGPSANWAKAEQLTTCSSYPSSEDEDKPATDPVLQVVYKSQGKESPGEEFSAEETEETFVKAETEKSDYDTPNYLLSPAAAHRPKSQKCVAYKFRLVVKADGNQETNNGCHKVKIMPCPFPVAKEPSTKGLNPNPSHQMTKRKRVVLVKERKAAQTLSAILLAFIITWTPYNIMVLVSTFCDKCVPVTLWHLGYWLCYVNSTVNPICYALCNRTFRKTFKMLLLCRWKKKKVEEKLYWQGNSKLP
M5 PAM – CHRM5 positive allosteric modulation | P08912 | CHO-K1 hM5, Fluo-8 calcium, ACh EC20 PAM; 0% = ACh EC20, 100% = ACh EC100 | activation, % at 3 µM | 360,000 tested, 0.3% active;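 active = activation above the run cutoff, the mean activation of all test compounds plus 3 SD, cut at about 18% in these data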
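system = human M5 receptor in CHO-K1 cells | reagent = EC20 acetylcholine as agonist stimulus | compound dosing = single-point, 3 µM nominal | incubation = Fluo-8 loading 80 min at 37 °C plus 30 min room temperature | detection = Fluo-8 calcium dye fluorescence, kinetic read | benchmarks = low control EC20 acetylcholine (0%), high control EC100 acetylcholine (100%)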
CHRM4 agonist – CHRM4 agonism in calcium assay; P08173; CHO-K1 hM4/Gqi5, Fluo-8 calcium fluorescence; vehicle 0%, full acetylcholine response 100%; activation, % at 3 µM; 360,000 tested, 0.14% active; AID 624127;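 active = activation above the run mean over all test wells plus 3 SD, cut at about 32% in these data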;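 note: peak over basal fluorescence ratio per well then scaled between controls; 0% = DMSO wells and 100% = acetylcholine at EC100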
M4 antag – CHRM4 antagonism in calcium assay | CHO-hM4 cells, ACh EC80, Fluo-8 calcium fluorescence | inhibition, % at 3 µM | 360,000 tested, 0.73% active | AID 624125;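 active = inhibition above its plate's cutoff, the mean inhibition of sample wells plus 3 SD, cut at about 27% in these data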;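 note: 0% = acetylcholine EC80 with DMSO and 100% = DMSO without agonist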
CHRM1 agonist – activates human CHRM1 receptor; P11229; CHO-K1 hM1, Fluo-8 calcium fluorescence, agonist mode; 0% DMSO, 100% acetylcholine EC100; activation, % at 3 µM; 360,000 tested, 0.33% active; AID 588814;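 active = activation above the run's mean compound activation plus 3 SD, cut at about 16% in these data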;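 note: peak over basal fluorescence ratio within a 140 s kinetic read after compound addition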
CHRM1 antagonist – human CHRM1 antagonism. P11229. CHO-K1 hM1, Fluo-8 calcium fluorescence, ACh EC80 antagonist. inhibition, % at 3 µM. 360,000 tested, 1.3% active;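 active = percent inhibition above its own plate's cutoff, namely the mean of that plate's compound wells plus 3 SD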;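 note: peak over basal fluorescence ratio during 140 s after agonist addition; 0% = ACh EC80 plus DMSO and 100% = DMSO alone without agonist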
CHRM5 agonist – CHRM5 agonism in calcium assay. P08912. CHO-K1 hM5 cells, Fluo-8 calcium fluorescence; 0% DMSO wells, 100% maximal acetylcholine response. activation, % at 3 µM. 360,000 tested, 0.19% active;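 active = activation above the run's mean over test compounds plus 3 SD, cut at about 23% in these data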;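 note: signal is peak over basal fluorescence ratio across the kinetic read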
CHRM1 PAM – potentiates human M1 receptor response to acetylcholine; P11229; CHO-K1 hM1, Fluo-8 calcium fluorescence, ACh EC20; 0% = ACh EC20, 100% = maximal ACh; activation, % at 3 µM; 360,000 tested, 0.088% active; AID 588819; in the data active = activation above about 19%, passing the limit was not always enough
Active calls of the source: *; · = not tested or not shown. These rows are one share of the data, so the mix of outcomes need not match the whole.

Preview:
SMILES	TAAR1 agonist	CHRM5 antagonist	M5 PAM	CHRM4 agonist	M4 antag	CHRM1 agonist	CHRM1 antagonist	CHRM5 agonist	CHRM1 PAM
O=C(COC(=O)c1ccc2ccccc2n1)Nc1ccccc1F	18.1	12.1	-2.6	1.5	12.0	-3.1	-11.3	0.7	9.9
Cc1ccc(S(=O)(=O)N(C(=O)c2ccncc2)c2ccc(OC(=O)c3ccncc3)c3ccccc23)cc1	2.6	0.0	-5.9	0.0	-1.5	-0.7	-0.7	-1.0	-8.6

This part in full (from the top)
SMILES	TAAR1 agonist	CHRM5 antagonist	M5 PAM	CHRM4 agonist	M4 antag	CHRM1 agonist	CHRM1 antagonist	CHRM5 agonist	CHRM1 PAM
O=C(COC(=O)c1ccc2ccccc2n1)Nc1ccccc1F	18.1	12.1	-2.6	1.5	12.0	-3.1	-11.3	0.7	9.9
Cc1ccc(S(=O)(=O)N(C(=O)c2ccncc2)c2ccc(OC(=O)c3ccncc3)c3ccccc23)cc1	2.6	0.0	-5.9	0.0	-1.5	-0.7	-0.7	-1.0	-8.6
CCOc1cc(C(=S)N2CCOCC2)ccc1OS(=O)(=O)c1ccccc1	1.0	2.7	-5.2	4.3	5.8	-10.3	-1.8	-0.9	-0.2
CC(=O)Nc1ccc(NC(=O)C2(C)CC2(Cl)Cl)cc1 (stereo unspecified)	-0.4	9.8	-5.3	0.2	-0.1	-4.9	3.0	-5.4	0.0
CCCCn1c(C(C)O)nc2ccccc21 (stereo unspecified)	13.0	2.8	4.8	0.8	2.6	-4.6	4.3	-6.1	0.3
CCOC(=O)C1=C(C)N(CCCC(=O)O)C(=O)NC1c1cccs1 (stereo unspecified)	11.2	6.0	7.6	2.6	-7.5	-4.6	-0.8	2.5	6.2
CCCOc1ccc(NC(=O)CC2C(=O)N(CC)C(=S)N2Cc2cccs2)cc1 (stereo unspecified)	5.5	-0.2	-5.2	-1.2	7.1	-6.3	-0.8	-0.5	-7.4
Cc1ccc(C)c(CN2C(=O)CSc3ccc(C(=O)N4CCCC4)cc32)c1	-5.1	-8.3	9.0	2.5	0.8	-12.9	-10.2	-6.2	3.3
CC1CCCN(c2nc3nonc3nc2Nc2ccccc2F)C1 (stereo unspecified)	4.6	2.0	10.2	-0.4	2.3	-5.7	2.9	-1.8	-0.4
Cc1ccc(N(CCC#N)C(=O)COC(=O)c2ccccc2SCC(=O)N2CCCC2)cc1	7.9	6.3	-21.3	12.7	-16.6	1.7	-0.8	4.0	4.1
Cc1nnc(SCC(=O)Nc2nc(-c3ccc(F)cc3)cs2)[nH]c1=O	2.3	-14.7	-1.4	0.6	-5.0	-4.4	4.8	-0.5	-1.9
Cc1cc(C(F)(F)F)c2c(C)nn(CCc3nn[nH]n3)c2n1	4.3	-3.6	-3.0	0.0	-1.6	-1.4	-7.8	-1.3	9.0
Cn1ccc2c(-c3cncc4ccccc34)cc3c(c21)C1CCC3O1 (stereo unspecified)	8.3	-6.0	0.2	0.0	-11.9	11.5	1.6	-3.5	12.9
COc1ccc(NC(=O)Cc2c(C)n(C(=O)c3ccc(Cl)cc3)c3ccc(OC)cc23)cc1	1.9	4.4	-5.9	0.2	-0.9	-8.6	-11.7	-5.4	7.4
COc1ccc(C(c2c(O)nc(SC)n(C)c2=O)c2c(O)nc(SC)n(C)c2=O)cc1O	1.3	0.7	1.7	0.6	-7.0	-8.2	-11.8	-2.7	8.9
CCOC(=O)C1(c2ccccc2)SC(C(=O)OCC)(c2ccccc2)S1 (stereo unspecified)	0.3	0.0	-8.3	-1.9	-13.6	-4.4	-9.1	-2.9	2.0
CC(=O)c1ccccc1OCC(=O)Nc1cccc(S(=O)(=O)N2CCCC2)c1	7.1	-2.7	2.2	1.8	-10.8	-2.3	-8.8	1.7	6.1
O=C(CSc1nc2ncccc2[nH]1)NCc1ccco1	2.2	2.5	-0.5	1.3	0.1	-3.3	-3.9	-2.1	4.5
CCN(CC)CCOC(=O)c1ccc(NC(=O)c2cn(-c3ccccc3)nc2-c2cccs2)cc1	12.3	11.1	-18.1	11.8	4.0	-12.0	27.9	-7.5	-31.8
CCOc1ccc2nc(N3CCCC(C(=O)NC4CCCC4)C3)sc2c1 (stereo unspecified)	5.1	0.1	2.1	2.6	-4.0	1.4	6.1	3.0	-1.1
Cc1cccnc1NC(=O)Cn1c(=O)oc2ccccc21	5.9	-6.0	3.2	0.1	1.2	7.3	-8.0	-0.7	12.6
O=C(N[C@H](Cc1cc(=O)[nH]c2ccccc12)C(=O)O)c1ccc(Cl)cc1	0.1	6.1	-0.4	-0.2	-4.7	-0.7	-14.8	-3.1	18.9
NS(=O)(=O)c1ccc(CCNC(=O)C(=O)Nc2cc3c4c(c2)CC(=O)N4CCC3)cc1	1.0	3.8	-5.3	0.3	-8.2	-0.2	-8.6	-0.8	8.8
COc1ccc(-n2nc(C(=O)NCC(=O)N3CCCC3)c3ccccc3c2=O)cc1	-0.6	4.3	-1.1	2.2	-12.1	-0.4	5.4	-1.1	-3.9
CC(C)c1cc(C(=O)OCC(=O)N2CCN(C(=O)c3ccco3)CC2)c(O)c(C(C)C)c1	-1.7	6.2	-5.1	1.9	-9.5	-4.0	-5.2	2.3	-0.9
CCOC(=O)c1ccc(-c2ccc3ncnc(N(C)Cc4sccc4C)c3c2)o1	4.9	4.9	-3.5	3.9	-4.6	-9.1	-1.8	0.7	-8.2
CCc1ccc(-c2nn[nH]n2)cc1	5.0	-5.0	0.6	0.2	3.0	1.5	4.1	2.5	0.3
O=C(c1ccccc1)N1CCN(S(=O)(=O)N2CCOCC2)CC1	3.2	-0.9	-1.6	2.4	-8.1	-8.0	2.5	-0.2	-3.7
O=C(Nc1cccc2ccccc12)N1CCN(c2ncccn2)CC1	2.7	-2.1	4.2	1.4	-9.1	-3.2	-15.4	-8.9	7.1
Cc1cc2c(Nc3ccccc3O)ncnc2s1	1.9	-0.8	-1.2	1.3	-0.4	-4.7	-1.2	-0.7	0.2
CN1CCN(C(=O)CCN2C(=O)c3ccccc3C2=O)CC1	11.1	5.6	1.6	0.1	2.2	-3.5	-4.8	2.7	8.1
Cc1ccccc1OC(C)C(=O)NCCCN1CCOCC1 (stereo unspecified)	0.0	0.3	8.2	0.9	-5.7	-1.4	15.0	-3.4	-2.2
COc1ccc(Nc2nc(-c3cccc(OC)c3O)nc3ccccc23)cc1	3.2	12.8	-6.4	5.6	2.8	-3.7	3.6	-5.7	1.2
CC1CCC2(CC1)NC(=O)N(CC(=O)NCc1ccc3c(c1)OCO3)C2=O (stereo unspecified)	-1.4	31.0*	-13.6	0.5	-4.0	-5.1	6.5	-9.0	0.1
COc1ccc2c(O)c(-c3c(C)cc(C)cc3C)c(=O)[nH]c2c1	0.4	-10.4	6.9	1.0	-11.0	-3.0	-3.9	-1.8	0.8
CCC(C)Nc1nc(-c2c[nH]c3ccccc23)cs1 (stereo unspecified)	3.9	0.7	2.1	3.3	5.4	-5.0	3.4	0.9	-0.6
CCOC(=O)c1c(NC(=O)OC)sc2c1CCC2	20.3	-1.9	10.0	-0.4	-8.9	-3.7	30.6	-7.2	-3.7
Cc1cc(Nc2ccc(N3CCC(C)CC3)cc2)n2ncnc2n1	7.1	0.1	-2.2	0.2	-5.0	-4.4	5.7	-0.7	-0.3
COc1ccc(NC(=O)C2CCN(C(=O)[C@@H]3Cc4ccccc4CN3C(=O)OC(C)(C)C)CC2)cc1	8.0	1.3	3.1	2.2	-8.3	-0.8	8.6	-1.4	-5.8
Cc1c(C(=O)N2CCN(CCc3ccccc3)CC2)oc2ccccc12	10.9	-5.1	-3.7	9.2	-5.4	-7.0	-25.7	-3.5	11.7
CCOc1ccc(Br)cc1S(=O)(=O)Nc1cccc(S(=O)(=O)N2CCOCC2)c1	16.7	9.5	-10.6	5.1	1.1	-1.9	-1.1	3.7	3.6
COC(=O)c1ccc(C(=O)OC)c(NC(=O)CSc2n[nH]c(N)n2)c1	1.1	12.8	3.6	0.4	8.1	-1.0	-1.7	-0.7	2.8
Cn1ncc(Cl)c(Oc2ccc(C(C)(C)C)cc2)c1=O	14.2	1.7	-1.9	-0.5	6.1	-11.3	-13.3	-4.3	8.4
COC(=O)c1cc(O)cc(OC)c1Oc1cc(C)cc(O)c1C(=O)O	2.8	9.2	-2.1	6.2	-2.9	-1.5	-11.6	2.1	4.0
CCN(CC)c1ccc(Nc2nc(Cl)ncc2Br)cc1	10.4	1.6	-5.5	-1.8	8.6	-7.3	1.7	-8.8	-12.6
COCC(=O)Nc1cc(C)c2c(=O)oc3ccccc3c2n1	7.1	6.8	-7.2	1.5	-5.6	-0.6	-4.8	1.7	1.3
O=C(/C=C/c1ccccn1)c1ccc(Br)cc1O	-0.7	-11.7	-0.3	0.3	-3.0	-8.5	-7.4	-4.0	14.9
O=S(=O)(c1ccc(F)cc1F)N1CCN(CCO)CC1	0.5	4.5	1.8	0.3	-10.1	-1.9	-7.7	3.9	4.2
CCC(=O)N1CCc2cc(Br)cc(S(=O)(=O)NCCN3CCCC3)c21	6.7	6.3	1.1	1.1	-2.3	-7.8	-4.1	-5.9	10.3
COc1cc([N+](=O)[O-])c(N2CCOCC2)c([N+](=O)[O-])c1OC	0.0	5.8	2.8	4.0	10.4	-3.2	2.3	1.0	2.5
COCCNC(=S)NN(c1ccccc1)c1ccccc1	3.6	6.1	7.2	-0.8	1.5	-6.8	4.9	-8.9	-0.8
O=c1cc2c(=O)oc3cc(O)c(O)oc3c2c(O)c1O	0.5	3.9	-3.8	0.9	3.1	-1.6	-14.9	-5.8	9.6
O=C1C(Cc2ccccc2)Nc2ncnc(N3CCc4ccccc4C3)c2N1Cc1ccccc1 (stereo unspecified)	·	5.9	9.5	1.6	2.1	-5.8	0.2	-1.6	2.8
COC(=O)COc1ccc(S(=O)(=O)Nc2ccc3c(c2)OCCO3)cc1C	5.2	10.1	-16.6	13.4	16.0	2.1	7.2	10.9	-4.3
O=C(Nc1ccc(F)cc1)C(CCc1ccccc1)N1CCN(CC(=O)N2CCCC2)CC1 (stereo unspecified)	1.6	-3.2	3.5	1.0	0.1	·	·	1.4	·
Cc1c(NC(=O)CN2C(=O)c3ccc([N+](=O)[O-])cc3C2=O)c(=O)n(-c2ccccc2)n1C	-0.2	3.3	2.5	1.5	-3.9	-6.8	-11.6	-2.1	12.8
C[C@@H]1CN([C@@H](C)CO)C(=O)CCCn2nncc2CO[C@@H]1CN(C)C(=O)Nc1ccccc1C(F)(F)F	3.0	-7.4	-0.9	0.0	-13.9	3.5	-15.4	0.0	13.4
CC1CC(C)CN(CC(O)COCCOc2ccc(Br)cc2)C1 (stereo unspecified)	4.4	9.3	-1.4	2.0	11.4	-7.2	9.0	-5.7	-4.5
Cn1cnnc1SCC(=O)c1cccc([N+](=O)[O-])c1	0.2	-0.1	-1.5	-0.2	2.3	-3.8	0.5	-1.4	4.3
